Source: PubChem BioAssay
RPL19A TOR yeast = RPL19A-GFP expression modulators in yeast, primary screen, cell-based, S. cerevisiae, multiplex flow cytometry, MLPCN. S. cerevisiae RPL19A-GFP strain, 3 h; hits give low values. percent response vs DMSO, % at 10 µM. actives 0.3% (n = 330,000). AID 2025, 2009;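 active means percent response vs DMSO below 50%; inconclusive means fewer than 70 events counted for the yeast strain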;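 further: median channel GFP fluorescence of the barcoded RPL19A-GFP strain; ratio of sample median GFP to plate DMSO average so 100% = DMSO; lower means less RPL19A-GFP as with rapamycin TOR inhibition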
MEP2-GFP yeast = modulators of MEP2-GFP levels in yeast, primary screen, S. cerevisiae, multiplex flow cytometry, MLPCN library; S. cerevisiae MEP2-GFP strain, 3 h; 100% = DMSO control level; GFP response vs DMSO, % at 10 µM; actives 0.51% (n = 330,000);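 active means GFP response versus DMSO above a set limit, roughly screen mean plus 3 SD, cut at about 180% in these data; inconclusive means fewer than 70 cells counted for a yeast strain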;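 further: median GFP fluorescence of the barcode-gated MEP2-GFP cells per well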
Yeast superoxide = reduction of superoxide in aged yeast, primary screen, HTS; S. cerevisiae aged cells, superoxide DHE fluorescence; hits give low values; actives 0.18% (n = 330,000); AID 2690, 2010; superoxide response (% of plate mean), % at 10 µM;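 active means superoxide response under a set limit, about three screen SD below normal, cut at about 65% in these data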;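 further: yeast aged for seven days with compound at 30 °C before DHE staining; 100% = average MFI of all compound-treated wells on the plate with controls excluded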
CIT2 TOR yeast = modulators of CIT2-GFP expression in yeast, primary screen, S. cerevisiae, GFP fusion, multiplex flow cytometry, MLPCN library; S. cerevisiae CIT2-GFP strain, 3 h; 100 means same as DMSO wells; GFP response vs DMSO, % at 10 µM; actives 0.065% (n = 320,000);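 active means GFP response relative to DMSO above a set limit, near the screen mean plus 3 SD, cut at about 150% in these data; inconclusive means Fewer than 70 cells measured for a yeast strain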;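 further: ratio of well median GFP fluorescence to mean of DMSO wells on the plate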
AGP1 TOR yeast = modulators of AGP1-GFP expression in yeast TOR pathway, primary screen, cell-based, multiplex flow cytometry, S. cerevisiae, MLPCN library; AID 2066, 2009; 3 h; GFP as percent of DMSO wells; actives 0.02% (n = 320,000); GFP response vs DMSO, % at 10 µM;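 active means GFP response relative to DMSO above a set limit, near screen average plus 3 SD, cut at about 150% in these data; inconclusive means fewer than 70 cells counted for the yeast strain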;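 further: median GFP channel fluorescence of the gated AGP1 strain per well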
LAP4 TOR yeast = modulators of LAP4-GFP expression in yeast, primary screen, S. cerevisiae, multiplex flow cytometry, MLPCN library | 3 h; median GFP as percent of DMSO wells | GFP response vs DMSO, % at 10 µM | AID 2023, 2009 | actives 0.34% (n = 320,000);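 active means GFP response vs DMSO above a set limit, about the screen mean plus 3 SD, cut at about 150% in these data; inconclusive means under 70 cell events counted for the yeast strain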
AHR act = AHR activators, primary screen, cell-based, luminescence, luciferase reporter, human. Aryl hydrocarbon receptor (Homo sapiens), P35869. AHR-responsive luciferase reporter cells. activation, % at 5 µM. actives 2.5% (n = 320,000). AID 2796, 2010; in the data active means activation above about 47%;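 further: 0% = vehicle wells and 100% = reference agonist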
Target sequence (P35869 whole entry, looked up): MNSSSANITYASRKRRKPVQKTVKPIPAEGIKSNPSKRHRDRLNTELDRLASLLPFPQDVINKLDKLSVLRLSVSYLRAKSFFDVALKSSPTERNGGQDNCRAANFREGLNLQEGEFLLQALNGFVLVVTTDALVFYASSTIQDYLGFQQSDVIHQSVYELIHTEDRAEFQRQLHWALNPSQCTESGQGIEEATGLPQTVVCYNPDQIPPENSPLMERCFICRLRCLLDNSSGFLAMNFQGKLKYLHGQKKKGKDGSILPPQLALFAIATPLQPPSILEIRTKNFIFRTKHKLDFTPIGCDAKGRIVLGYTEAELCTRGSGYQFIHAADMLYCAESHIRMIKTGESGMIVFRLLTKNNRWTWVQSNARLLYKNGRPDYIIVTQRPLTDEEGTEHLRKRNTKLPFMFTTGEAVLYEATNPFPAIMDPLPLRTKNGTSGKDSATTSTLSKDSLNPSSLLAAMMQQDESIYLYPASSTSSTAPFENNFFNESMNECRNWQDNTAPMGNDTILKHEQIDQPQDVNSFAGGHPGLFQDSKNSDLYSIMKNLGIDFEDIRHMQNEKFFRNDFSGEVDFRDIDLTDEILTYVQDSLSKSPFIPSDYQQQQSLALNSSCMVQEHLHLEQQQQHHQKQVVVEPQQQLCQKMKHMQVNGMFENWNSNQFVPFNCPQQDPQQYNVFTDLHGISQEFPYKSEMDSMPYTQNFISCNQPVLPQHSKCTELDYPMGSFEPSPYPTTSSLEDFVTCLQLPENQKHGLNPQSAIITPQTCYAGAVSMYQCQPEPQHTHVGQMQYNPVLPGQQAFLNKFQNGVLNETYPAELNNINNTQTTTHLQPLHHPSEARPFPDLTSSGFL
Efflux pump inh = inhibitors of Candida efflux pumps in yeast, primary screen, S. cerevisiae, Nile Red, multiplex; S. cerevisiae Candida pump triplex; inhibition, % at 10 µM; actives 0.44% (n = 330,000); AID 485275, 2010;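 active means plate passing quality check with inhibition over a set limit, or well fluorescence over plate mean plus 4 SD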;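 further: Nile Red retained in pooled yeast measured as flow cytometry median fluorescence; 0% = buffer negative control and 100% = Enniatin B positive control; higher means more Nile Red kept so more efflux inhibition; some compounds called inactive have numbers as strong as hits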
Numbers without * were called inactive; [ ] = another dose, or the depositor's remark.

How did Cc1ccc2nc3c(nc2c1C)C(O)=C3O do in these assays?
RPL19A TOR yeast: 107; MEP2-GFP yeast: 103; Yeast superoxide: 95; CIT2 TOR yeast: 100; AGP1 TOR yeast: 96; LAP4 TOR yeast: 110; AHR act: 5; Efflux pump inh: -0.1

How did O=C(N/C=C/c1ccco1)OCc1ccccc1 do in these assays?
RPL19A TOR yeast: 103; MEP2-GFP yeast: 112; Yeast superoxide: 97; CIT2 TOR yeast: 104; AGP1 TOR yeast: 109; LAP4 TOR yeast: 112; AHR act: 1; Efflux pump inh: -0.1

What do the screens show for `Cc1ccc2c(C(=O)CN3CCC(C(N)=O)CC3)c(C)[nH]c2c1`?
RPL19A TOR yeast: 102; MEP2-GFP yeast: 107; Yeast superoxide: 80; CIT2 TOR yeast: 108; AGP1 TOR yeast: 108; LAP4 TOR yeast: 101; AHR act: 10; Efflux pump inh: -0.1

How did O=C1CCCc2ccccc2N1Cc1ccc(Cl)cc1 do in these assays?
RPL19A TOR yeast: 101; MEP2-GFP yeast: 98; Yeast superoxide: 87; CIT2 TOR yeast: 95; AGP1 TOR yeast: 98; LAP4 TOR yeast: 101; AHR act: -2; Efflux pump inh: 0.0

Results for CCN(C(=O)COC(=O)CN(C)S(=O)(=O)c1ccc(NC(C)=O)cc1)C1CCS(=O)(=O)C1 (configuration not stated) ?
RPL19A TOR yeast: 99; MEP2-GFP yeast: 98; Yeast superoxide: 97; CIT2 TOR yeast: 103; AGP1 TOR yeast: 93; LAP4 TOR yeast: 90; AHR act: -2; Efflux pump inh: 0.1

How did O=C(NC(=O)C(F)(F)F)Nc1ccc(S(=O)(=O)Nc2nccs2)cc1 do in these assays?
RPL19A TOR yeast: 101; MEP2-GFP yeast: 108; Yeast superoxide: 97; CIT2 TOR yeast: 100; AGP1 TOR yeast: 96; LAP4 TOR yeast: 91; AHR act: 1; Efflux pump inh: 0.0

Results for CC(SC(=S)N1CCOCC1)C(=O)O (configuration not stated) ?
RPL19A TOR yeast: 85; MEP2-GFP yeast: 89; Yeast superoxide: 110; CIT2 TOR yeast: 82; AGP1 TOR yeast: 86; LAP4 TOR yeast: 97; AHR act: 8; Efflux pump inh: 0.4

What do the screens show for `COc1ccc(OC)c(NC(=O)CNC(=O)c2cccs2)c1`?
RPL19A TOR yeast: 106; MEP2-GFP yeast: 102; Yeast superoxide: 98; CIT2 TOR yeast: 106; AGP1 TOR yeast: 106; LAP4 TOR yeast: 101; AHR act: 7; Efflux pump inh: 0.1

What do the screens show for `CC(C)CNS(=O)(=O)c1ccc(CCC(=O)NCc2ccc(Cl)cc2)cc1`?
RPL19A TOR yeast: 106; MEP2-GFP yeast: 105; Yeast superoxide: 109; CIT2 TOR yeast: 109; AGP1 TOR yeast: 106; LAP4 TOR yeast: 89; AHR act: -2; Efflux pump inh: 0.0

Results for Cc1ccc(C)c(NC(=O)C(OC(=O)c2ccc(NC(=O)CC#N)cc2)c2ccccc2)c1 (configuration not stated) ?
RPL19A TOR yeast: 98; MEP2-GFP yeast: 102; Yeast superoxide: 120; CIT2 TOR yeast: 103; AGP1 TOR yeast: 102; LAP4 TOR yeast: 104; AHR act: 27; Efflux pump inh: 0.0

What do the screens show for `Cc1c(Cl)cccc1N=C(N)N=C(N)N`?
RPL19A TOR yeast: 111; MEP2-GFP yeast: 105; Yeast superoxide: 99; CIT2 TOR yeast: 103; AGP1 TOR yeast: 99; LAP4 TOR yeast: 91; AHR act: 0; Efflux pump inh: 0.4

Results for c1ccc2c(-c3nc(C4CCCCC4)no3)cc(-c3ccncc3)nc2c1 ?
RPL19A TOR yeast: 98; MEP2-GFP yeast: 104; Yeast superoxide: 97; CIT2 TOR yeast: 98; AGP1 TOR yeast: 98; LAP4 TOR yeast: 98; AHR act: 2; Efflux pump inh: 0.1

What do the screens show for `Cc1cccc(N=Cc2c(O)cc(C)oc2=O)c1`?
RPL19A TOR yeast: 94; MEP2-GFP yeast: 95; Yeast superoxide: 109; CIT2 TOR yeast: 98; AGP1 TOR yeast: 92; LAP4 TOR yeast: 99; AHR act: 0; Efflux pump inh: 0.0

What do the screens show for `Cc1ccc2nc(SCC(=O)N3CCN(C(=O)c4ccco4)CC3)[nH]c2c1`?
RPL19A TOR yeast: 98; MEP2-GFP yeast: 91; Yeast superoxide: 98; CIT2 TOR yeast: 106; AGP1 TOR yeast: 100; LAP4 TOR yeast: 93; AHR act: 68*; Efflux pump inh: -4.3

How did CCCCN(C(=S)NC(=O)c1ccccc1)c1c(N)n(Cc2ccccc2)c(=O)[nH]c1=O do in these assays?
RPL19A TOR yeast: 107; MEP2-GFP yeast: 106; Yeast superoxide: 90; CIT2 TOR yeast: 110; AGP1 TOR yeast: 103; LAP4 TOR yeast: 82; AHR act: 2; Efflux pump inh: 0.0

What do the screens show for `Cc1[nH]c2ccccc2c1C(=O)C(C)Sc1nnc(C2CC2)o1` (configuration not stated)?
RPL19A TOR yeast: 93; MEP2-GFP yeast: 109; Yeast superoxide: 103; CIT2 TOR yeast: 95; AGP1 TOR yeast: 99; LAP4 TOR yeast: 106; AHR act: 11; Efflux pump inh: -0.3

How did CN(Cc1ccccc1)C(=O)CCn1c(=O)oc2ccccc21 do in these assays?
RPL19A TOR yeast: 95; MEP2-GFP yeast: 120; Yeast superoxide: 103; CIT2 TOR yeast: 99; AGP1 TOR yeast: 96; LAP4 TOR yeast: 103; AHR act: -1; Efflux pump inh: 0.0

Results for CCc1ccc(S(=O)(=O)Nc2cc3c(cc2C)n(C)c(=O)n3C)cc1 ?
RPL19A TOR yeast: 96; MEP2-GFP yeast: 105; Yeast superoxide: 104; CIT2 TOR yeast: 96; AGP1 TOR yeast: 99; LAP4 TOR yeast: 97; AHR act: 13; Efflux pump inh: 0.6

How did CNc1nc(C)c([N+](=O)[O-])c(Nc2ccc(OC)cc2)n1 do in these assays?
RPL19A TOR yeast: 106; MEP2-GFP yeast: 107; Yeast superoxide: 99; CIT2 TOR yeast: 105; AGP1 TOR yeast: 104; LAP4 TOR yeast: 101; Efflux pump inh: 0.0

Results for O=C(c1cccs1)N1CCN(C2CCCCC2)CC1 ?
RPL19A TOR yeast: 91; MEP2-GFP yeast: 97; Yeast superoxide: 101; CIT2 TOR yeast: 84; AGP1 TOR yeast: 87; LAP4 TOR yeast: 97; AHR act: 3; Efflux pump inh: 0.2

The list goes on, starting with the last 2 of the part before.
How did CNc1nc(C)c([N+](=O)[O-])c(Nc2ccc(OC)cc2)n1 do in these assays?
RPL19A TOR yeast: 106; MEP2-GFP yeast: 107; Yeast superoxide: 99; CIT2 TOR yeast: 105; AGP1 TOR yeast: 104; LAP4 TOR yeast: 101; Efflux pump inh: 0.0

Results for O=C(c1cccs1)N1CCN(C2CCCCC2)CC1 ?
RPL19A TOR yeast: 91; MEP2-GFP yeast: 97; Yeast superoxide: 101; CIT2 TOR yeast: 84; AGP1 TOR yeast: 87; LAP4 TOR yeast: 97; AHR act: 3; Efflux pump inh: 0.2

What do the screens show for `O=C(NC1CCN(Cc2ccccc2)CC1)C12CC3CC(CC(C3)C1)C2`?
RPL19A TOR yeast: 101; MEP2-GFP yeast: 99; Yeast superoxide: 101; CIT2 TOR yeast: 100; LAP4 TOR yeast: 105; AHR act: 2; Efflux pump inh: -0.2

Results for CCN1CCN(C(=O)C2CCCN(c3ncnc4c3nc3n4CCCCC3)C2)CC1 (configuration not stated) ?
RPL19A TOR yeast: 99; MEP2-GFP yeast: 102; Yeast superoxide: 88; CIT2 TOR yeast: 96; AGP1 TOR yeast: 97; LAP4 TOR yeast: 91; AHR act: 0; Efflux pump inh: -0.1

What do the screens show for `O=C(CC1C(=O)NCCN1CC1CCCCC1)NCCc1ccc(F)cc1` (configuration not stated)?
RPL19A TOR yeast: 107; MEP2-GFP yeast: 110; Yeast superoxide: 106; CIT2 TOR yeast: 102; AGP1 TOR yeast: 103; LAP4 TOR yeast: 91; AHR act: 3; Efflux pump inh: 0.0

What do the screens show for `O=C1NC2(CCCCC2)C(=O)N1Cc1ccc([N+](=O)[O-])cc1`?
RPL19A TOR yeast: 103; MEP2-GFP yeast: 96; Yeast superoxide: 105; CIT2 TOR yeast: 99; AGP1 TOR yeast: 99; LAP4 TOR yeast: 90; AHR act: 0; Efflux pump inh: -0.1

How did Cc1cc(NC(=O)COC(=O)C2COc3ccccc3O2)no1 (configuration not stated) do in these assays?
RPL19A TOR yeast: 102; MEP2-GFP yeast: 102; Yeast superoxide: 100; CIT2 TOR yeast: 100; AGP1 TOR yeast: 103; LAP4 TOR yeast: 101; AHR act: 2; Efflux pump inh: 0.0

Results for Cc1ccccc1-n1nc(-c2cccnc2)cc1C(=O)N/N=C/c1ccncc1 ?
RPL19A TOR yeast: 88; MEP2-GFP yeast: 92; Yeast superoxide: 99; CIT2 TOR yeast: 87; AGP1 TOR yeast: 94; LAP4 TOR yeast: 115; AHR act: 2; Efflux pump inh: 0.1

What do the screens show for `C/C(=N\NC(=O)CNc1cccc2ccccc12)c1ccc(Br)s1`?
RPL19A TOR yeast: 106; MEP2-GFP yeast: 109; Yeast superoxide: 138; CIT2 TOR yeast: 115; AGP1 TOR yeast: 104; LAP4 TOR yeast: 91; AHR act: 91*; Efflux pump inh: 0.0

Results for NC(=O)C1CCN(c2cc(Cl)ccc2[N+](=O)[O-])CC1 ?
RPL19A TOR yeast: 41*[may fluoresce violet]; MEP2-GFP yeast: inconclusive; Yeast superoxide: 81; AHR act: 0; Efflux pump inh: 0.0

What do the screens show for `CC(=O)Nc1nc(C)c(-c2nc3ccc([N+](=O)[O-])cc3[nH]2)s1`?
RPL19A TOR yeast: 102; MEP2-GFP yeast: 115; Yeast superoxide: 112; CIT2 TOR yeast: 99; AGP1 TOR yeast: 93; LAP4 TOR yeast: 90; AHR act: 17; Efflux pump inh: 0.0

What do the screens show for `Cn1c(-c2ccc(Cl)cc2)cnc1NCc1cc2c(cc1[N+](=O)[O-])OCO2`?
RPL19A TOR yeast: 104; MEP2-GFP yeast: 99; Yeast superoxide: 100; CIT2 TOR yeast: 106; AGP1 TOR yeast: 108; LAP4 TOR yeast: 102; AHR act: 17; Efflux pump inh: -0.2

Results for COc1ccccc1NC(=O)CSCc1ccc([N+](=O)[O-])cc1 ?
RPL19A TOR yeast: 101; MEP2-GFP yeast: 97; Yeast superoxide: 90; CIT2 TOR yeast: 93; AGP1 TOR yeast: 92; LAP4 TOR yeast: 105; AHR act: 8; Efflux pump inh: 0.1

What do the screens show for `N#Cc1ccccc1NC(=O)COC(=O)c1ccc2c(c1)OCO2`?
RPL19A TOR yeast: 99; MEP2-GFP yeast: 102; Yeast superoxide: 131; CIT2 TOR yeast: 96; AGP1 TOR yeast: 97; LAP4 TOR yeast: 100; AHR act: 9; Efflux pump inh: 0.2

Results for O=C(NC1CCCCC1)C(c1ccc(Cl)cc1)N(C(=O)c1cnccn1)c1ccc2c(c1)OCO2 (configuration not stated) ?
RPL19A TOR yeast: 102; MEP2-GFP yeast: 102; Yeast superoxide: 93; CIT2 TOR yeast: 101; AGP1 TOR yeast: 105; LAP4 TOR yeast: 100; AHR act: 27; Efflux pump inh: 0.0

How did CCN1CCN(CC(O)COCC2COc3ccccc3O2)CC1 (configuration not stated) do in these assays?
RPL19A TOR yeast: 98; MEP2-GFP yeast: 100; Yeast superoxide: 109; CIT2 TOR yeast: 94; AGP1 TOR yeast: 99; LAP4 TOR yeast: 105; AHR act: 3; Efflux pump inh: 0.0
